Bioassay records as filed in PubChem.
Vif-A3G inh: qHTS for Inhibitors of Vif-A3G Interactions: qHTS | HeLa A3G-eYFP + Vif (tagged APOBEC3G with the HIV-1 protein that degrades it), YFP fluorescence, overnight | DNA dC->dU-editing enzyme APOBEC-3G (Homo sapiens), Q9HC16 | actives 0.076% (n = 410,000) | Potency, µM (top dose mostly 46.1 µM), for inactives: at the top dose activity, negative = active, actives largely listed as inhibitors;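 note: potency is the fitted concentration of half-maximal effect; % is set by controls: 0 for no effect and ±100 for the full control effect; nearly all actives have a fitted effect of over 60% in size; hits raise eYFP signal because A3G escapes Vif-driven loss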
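Read-out is eYFP fluorescence (Ex 488/Em 500-530) from Vif-expressing HeLa A3G-eYFP cells; more signal means A3G escaped Vif-mediated degradation. Cells plated overnight, compound pinned in, incubated overnight at 37 deg C.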
GRP78 ERSR act: qHTS for Inducers of the Endoplasmic Reticulum Stress Response (ERSR) in Human Glioma: qHTS; U87-MG GRP78 promoter luciferase reporter, 16 h; actives 0.02% (n = 420,000); AID 602332, 2012; Potency, µM, without a hit: at the highest dose activation, most hits filed as activators; note: potency is the fitted concentration of half-maximal effect; series mostly up to about 76 µM; % of control where 0% means no effect; nearly all actives have a fitted effect of over 35% in size
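Stably transfected U87-MG human glioma cells carrying a GRP78-based luminescent sensor were seeded at 1000 cells/well, pin-dosed with compounds and incubated 16 h. Luciferase reagent was then added, and end-point luminescence was read after 10 min at room temperature.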
LDHA block: qHTS assay for inhibitors of human lactate dehydrogenase | L-lactate dehydrogenase A chain (Homo sapiens), P00338 | purified LDHA, NADH/diaphorase-resazurin fluorescence; hits give low values | activity change, % (values are at about 110 or 230 µM) | actives 0.15% (n = 480,000); in the data active = activity change below about -30%; inconclusive = mostly about -25% to -30%;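 note: plate controls were DMSO wells for no effect and wells without enzyme for full effect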
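Enzyme activity of human lactate dehydrogenase 5 (2 nM; 0.06 mM NADH, 0.2 mM pyruvate, 5 min, RT) is measured via a resazurin/diaphorase fluorescence readout of residual NADH.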
Vif-APOBEC3F blk: qHTS for Inhibitors of Vif-A3F Interactions: qHTS. HeLa A3F-eYFP + Vif (tagged APOBEC3F with the HIV-1 protein that degrades it), YFP fluorescence increase. Potency, µM (titrated, usually from 46.1 µM), for inactives: at the highest dose activity, negative = active. actives 0.2% (n = 390,000); note: potency is the fitted concentration of half-maximal effect; % of control where 0% means no effect; nearly all actives have a fitted effect of over 65% in size
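Fluorescence increase (Ex 488/Em 500-530) after overnight compound treatment at 37 deg C flags inhibition of Vif-driven A3F-eYFP loss in stable HeLa A3F-eYFP/Vif cells seeded overnight beforehand.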
D1 PAM: Potentiators of Human D1 Dopamine Receptor: qHTS. potentiation, % at 10 µM. HEK293 TREx D1 cells, calcium flux, dopamine EC20 potentiation. actives 0.036% (n = 360,000); in the data active = potentiation above about 30%; note: 0% is about no effect
Target sequence (P21728 whole entry, looked up): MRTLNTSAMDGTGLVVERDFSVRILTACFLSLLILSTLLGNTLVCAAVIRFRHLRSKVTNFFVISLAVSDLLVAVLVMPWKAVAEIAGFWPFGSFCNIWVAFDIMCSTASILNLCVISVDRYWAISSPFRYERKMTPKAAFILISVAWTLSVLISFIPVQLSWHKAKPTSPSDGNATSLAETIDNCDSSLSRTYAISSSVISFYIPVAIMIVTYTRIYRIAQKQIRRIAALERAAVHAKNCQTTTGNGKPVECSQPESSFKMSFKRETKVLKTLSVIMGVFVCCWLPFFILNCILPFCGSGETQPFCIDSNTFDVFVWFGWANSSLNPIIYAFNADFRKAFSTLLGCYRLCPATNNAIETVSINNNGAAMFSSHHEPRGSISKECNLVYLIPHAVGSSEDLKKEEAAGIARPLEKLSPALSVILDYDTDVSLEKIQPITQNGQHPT
D1 ag: Allosteric Agonists of the Human D1 Dopamine Receptor: qHTS; D(1A) dopamine receptor (Homo sapiens), P21728; HEK293 T-REx D1 cells, calcium flux, agonist mode; activation, % at 2 µM; actives 1% (n = 360,000); AID 504660, 2011; in the data active = activation above about 30%; note: 0% is about no effect
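Tetracycline-induced HEK293 TREx D1 cells, force-coupled to calcium signalling, were dye-loaded with a no-wash calcium kit. Compound was pin-added after a 10 s baseline. Fluorescence was read kinetically at 1 cycle/s for 180 s, with calcium rises flagged as agonism.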
D1 antagonist: Antagonist of Human D 1 Dopamine Receptor: qHTS; HEK293 TREx D1 cells, calcium flux, dopamine EC80; hits give low values; actives 3.2% (n = 360,000); D(1A) dopamine receptor (Homo sapiens), P21728; activity change, negative = inhibition, % at 10 µM; in the data active = activity change below about -30%; note: % is set by controls: 0 for no effect and ±100 for the full control effect
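Allosteric or orthosteric antagonism assessed as attenuation of the calcium response to EC80 dopamine, added 180 s after compound, in induced HEK293 Trex D1 cells loaded with no-wash calcium dye.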
D2 potentiator: HTS Assay for Positive Allosteric Modulators of the Human D2 Dopamine Receptor: Primary Screen for Potentiators | D(2) dopamine receptor (Homo sapiens), P14416 | HEK293 T-REx D2, calcium flux, EC20 dopamine potentiation | potentiation, % at 10 µM | actives 0.34% (n = 340,000) | AID 485347, 2010;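 active = potentiation over 3 SD above the plate norm, cut at about 30% in these data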; note: 0% is about no effect
Target sequence (P14416 whole entry, looked up): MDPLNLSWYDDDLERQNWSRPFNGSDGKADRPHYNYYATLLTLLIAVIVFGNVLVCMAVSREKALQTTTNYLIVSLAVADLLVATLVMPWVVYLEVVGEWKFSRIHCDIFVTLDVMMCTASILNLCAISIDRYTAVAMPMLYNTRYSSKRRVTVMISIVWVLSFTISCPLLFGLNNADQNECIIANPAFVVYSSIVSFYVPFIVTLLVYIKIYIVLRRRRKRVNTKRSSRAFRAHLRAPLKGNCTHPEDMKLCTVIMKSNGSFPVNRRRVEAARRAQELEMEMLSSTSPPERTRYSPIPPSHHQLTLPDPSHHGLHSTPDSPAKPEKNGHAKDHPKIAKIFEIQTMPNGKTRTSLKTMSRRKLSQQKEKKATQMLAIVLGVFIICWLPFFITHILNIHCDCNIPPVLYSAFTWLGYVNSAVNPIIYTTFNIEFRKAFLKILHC
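Tetracycline-induced HEK293 T-REx cells force-coupled to calcium signalling expressed D2; compounds were pin-added after a 10 s baseline, read kinetically 180 s, then an EC20 dopamine challenge followed with a further 180 s calcium read.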
RXFP1 agonist: qHTS Assay for Agonists of the Relaxin Receptor RXFP1. Relaxin receptor 1 (Homo sapiens), Q9HBX9. HEK293T-RXFP1 cAMP TR-FRET, 30 min; response scale: percent of porcine relaxin response, buffer zero. Potency, µM (top dose mostly 57.5 µM), for the others: at the top dose activation, actives largely listed as activators. actives 0.3% (n = 370,000). AID 2676, 2010; note: potency is the fitted concentration of half-maximal effect; % is set by controls: 0 for no effect and ±100 for the full control effect; nearly all actives have a fitted effect of over 60% in size; many of its hits are not listed in these tables
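cAMP rise read by TR-FRET after 30 min, 37C compound exposure (up to 58 uM) in RXFP1-transfected HEK293 cells with Ro 20174 present. EC50 from Hill-equation fits, with 29 nM porcine relaxin as 100% and buffer as basal.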
* hit, by the source's call; ? = inconclusive; nt = no result given; & = joins results of further samples. Unless noted, calls come from the whole dose curve; as a rule, active = well fitted curve in the direction sought with a large enough effect; inconclusive = small, poorly fitted or top-dose-only effect, or another doubt; inactive = no such curve, though single readings can be large; an effect the other way counts as inactive or inconclusive. Not all compounds are listed, so the mix of outcomes need not match the whole.

Each structure is followed by: Vif-A3G inh | GRP78 ERSR act | LDHA block | Vif-APOBEC3F blk | D1 PAM | D1 ag | D1 antagonist | D2 potentiator | RXFP1 agonist
1. O=C(N/N=C/c1ccccc1)c1ccc(OCc2ccccc2)cc1
    -6% | -2% | -18 | 3% | 2 | 8 | -18 | 13 | 2.2%
2. O=C(c1cn(-c2ccccc2)nc1-c1cccnc1)N1CCN(S(=O)(=O)c2ccccc2F)CC1
    -1% | -1% | 1 | ? | -9 | 2 | -9 | 3 | 1.0%
3. COc1cccc(CN2CCC(C(=O)N3CCN(Cc4ccc5c(c4)OCO5)CC3)CC2)c1OC
    2% | -3% | -13 | 1% | 5 | 2 | 5 | -2 | 9.5%
4. Cc1ccc(NC(=S)NCc2ccccc2)cc1S(=O)(=O)N1CCCCC1
    0% | 1% | -3 | 1% | -6 | 33* | -35* | 20 | -0.7%
5. CCCc1nnc(NC(=O)CCC(=O)N2CCN(C3c4ccccc4-c4ccccc43)CC2)s1
    -5% | -3% | -5 | -10% | -10 | 4 | 2 | 17 | -0.6%
6. Cc1cccc2c1[nH]c1nc(N/N=C\c3ccco3)nnc12
    nt | nt | nt | nt | 1 | 2 | 12 | 12 | -2.5%
7. CS(=O)(=O)N(CC(=O)NCc1ccco1)Cc1ccc(Cl)cc1
    0% | 0% | 2 | 2% | 4 | 2 | 3 | -3 | 0.8%
8. COc1cc(NC(=O)Nc2ccc(C)cc2)cc([N+](=O)[O-])c1
    5% | -4% | -3 | 0% | -14 | 3 | -4 | -19 | 0.3%
9. c1ccc2sc(N3CCN(Cc4nnnn4CC4CCCO4)CC3)nc2c1 (stereo not drawn)
    4% | 0% | -2 | 0% | -9 | 3 | -4 | -4 | -0.8%
10. CCN(CC)S(=O)(=O)c1ccc(C)c(NC(=S)NC2CCCCC2)c1
    0% | -4% | -3 | 8% | -6 | 16 | -80* | -23 | 0.8%
11. CC(=O)Nc1ccc(OCCOc2ccc(/C=C3\C(=N)N4N=C(C)SC4=NC3=O)cc2)cc1
    1% | ? | -10 | -5% | -3 | 0 | 3 | -9 | 5.3%
12. Cc1nc(NCCc2cnc[nH]2)c2oc3ccccc3c2n1
    0% | -1% | -6 | -11% | -1 | -2 | -15 | -3 | 1.6%
13. CCOC(=O)c1ccc(N2C(=O)c3n[nH]c(-c4ccco4)c3C2c2ccc(F)cc2)cc1 (stereo not drawn)
    -13% | 0% | -17&6 | -4% | 3 | 12 | 26 | 14 | 4.9%
14. Cc1nn(C)c(C)c1/C=C/C(=O)O
    0% | -4% | -4 | 2% | -4 | 3 | -29 | -5 | 1.1%
15. O=C(CCS(=O)(=O)Cc1ccccc1)Nc1ccc2c(c1)OCCO2
    -1% | -3% | -14 | 5% | -6 | -1 | 7 | 15 | 0.7%
16. O=C1c2cccc3c([N+](=O)[O-])ccc(c23)C(=O)N1Cc1cccnc1
    2% | -15% | 11 | ? | 2 | 13 | -40* | 8 | 9.4%
17. Cc1ccc2c(c1)[C@H]1[C@H](CO2)[C@H](c2ccccc2)[C@]2(C)C(=O)N(Cc3ccccc3)CC(=O)N12
    -3% | -3% | -8 | 5% | nt | nt | nt | nt | nt
18. O=C(/C=C/c1ccc2ccccc2c1)c1ccoc1
    0% | 5% | -1 | -18% | -2 | 3 | 21 | 0 | 0.6%
19. Cc1ccsc1C(=O)OCC(=O)N1CCN(C(=O)c2ccco2)CC1
    4% | 1% | -8 | -2% | -6 | 0 | -10 | 0 | 0.7%
20. CS(=O)(=O)c1sc2nc(-c3ccccc3)cc(-c3ccccc3)c2c1N
    0% | -6% | -2 | 3% | 0 | -1 | nt | 4 | 14%
21. COC(=O)NC1(C(F)(F)F)C(=O)Nc2c1c(=O)n(C)c(=O)n2C (stereo not drawn)
    -6% | 2% | -9 | -15% | 6 | 1 | 3 | 3 | 1.8%
22. O=C(O)c1ccc(NC(=S)NC(=O)c2cccnc2)cc1
    -5% | -4% | -2 | -4% | 1 | 5 | 38 | 2 | -0.7%
23. CC(=O)c1ccc(N2CCN(C3CCC(C(C)(C)C)CC3)CC2)cc1 (stereo not drawn)
    -1% | -6% | -10 | -12% | -3 | -2 | 12 | nt | 16%
24. COc1ccccc1CNC(=O)C(NC(=O)c1ccccc1C)C(C)C (stereo not drawn)
    1% | 16% | -6 | -13% | -6 | 1 | -13 | 0 | 0.0%
25. CCn1ncc(C2=NOC(C(=O)NCc3ccc(OC)cc3)C2)c1C (stereo not drawn)
    ? | -5% | -3 | -12% | -4 | 6 | -19 | -17 | 0.3%
26. O=C(COC(=O)COc1ccc(Cl)cc1Cl)NC1CCCC1
    2% | -4% | 2 | 4% | -3 | 2 | -12 | 8 | 1.4%
27. O=C(N/C(=C\c1ccc(Br)cc1)C(=O)N1CCOCC1)c1ccco1
    -1% | -5% | -7 | 4% | nt | 7 | 2 | 7 | 2.9%
28. CCC(C)(C(=O)NC1CCCC1)N(C(=O)CC1NC(=O)NC1=O)c1ccc(C)cc1 (stereo not drawn)
    2% | -3% | 3 | 2% | 1 | -2 | nt | -6 | -2.4%
29. O=C(COC(=O)CNC(=O)c1cccc(Br)c1)Nc1nnc(-c2ccccc2)o1
    0% | -2% | -8 | 0% | -1 | 0 | 13 | 5 | 0.0%
30. CCN(CC)CCn1c2ccc(Cl)cc2c2nc(C)sc21
    0% | -6% | 1 | -4% | -3 | -2 | 28 | nt | 1.8%
31. CC(=O)Nc1ccc(CCCCc2ccc(NC(C)=O)cc2)cc1
    -1% | 5% | -7 | 5% | nt | nt | nt | nt | nt
32. COC(=O)[C@H](C)NC(=O)NCc1ccc(S(N)(=O)=O)cc1
    1% | -3% | -10 | -6% | 3 | 3 | 1 | -1 | 0.8%
33. CCc1ccc(C2c3c(-c4ccccc4O)n[nH]c3C(=O)N2Cc2ccncc2)cc1 (stereo not drawn)
    -14% | 3% | -5 | 3% | 9 | 4 | 15 | 3 | -0.9%
34. CC1=C(c2ccc(F)cc2)S(=O)(=O)N=C1N1CCC(C(=O)NCCc2cccc(C)c2)CC1
    nt | nt | -4 | nt | -6 | 1 | 5 | 4 | -2.0%
35. O=C(Nc1ccc(N=Nc2ccccc2)c(NC(=O)C2CCCO2)c1)C1CCCO1 (stereo not drawn)
    -7% | -4% | 0 | 7% | -6 | -1 | 3 | -2 | 1.2%
36. COc1cc(NC(=O)CSc2nnc(-c3ccncc3)o2)cc(OC)c1OC
    2% | -5% | -2 | -2% | -1 | 4 | 0 | 6 | -0.9%
37. COc1cccc(N2CCN(C(=O)C3Cc4ccccc4N3C(C)=O)CC2)c1 (stereo not drawn)
    2% | -2% | 2 | -9% | 1 | 0 | 11 | 2 | 0.3%
38. Oc1cccc(Nc2ncnc3ccccc23)c1
    0% | -1% | -2 | -1% | 2 | 2 | -14 | 3 | 1.6%
39. O=C(N/N=C/c1ccc(O)cc1O)/C(=C/c1ccccc1)CCO
    0% | -4% | 3 | 7% | -6 | 1 | 4 | -18 | -1.6%
40. CN1C(=S)SC(N(O)C(=O)Nc2cccc3ccccc23)C1(C)C (stereo not drawn)
    -7% | -4% | 21 | 7% | -6 | 0 | 3 | -4 | 0.4%
41. CCN(C(=O)c1ccc(Cl)cc1[N+](=O)[O-])c1ccccc1C
    0% | -2% | -2 | 2% | 8 | 3 | -10 | -4 | -2.6%
42. COc1ccc(N2CCN(c3ccc(NC(=O)/C=C\C(=O)O)cc3)CC2)cc1
    7% | -4% | 11 | -9% | -3 | 1 | 1 | nt | 0.5%
43. O=C(COC(=O)c1cnc(Cl)c(Cl)c1)NCc1ccc2c(c1)OCO2
    0% | -3% | -8 | 2% | 0 | 3 | 23 | -6 | 0.6%
44. CCNC(=O)c1cccc(NC(=O)CN2C(=O)NC3(CCCCC3)C2=O)c1
    0% | -4% | -10 | -2% | 1 | 3 | 2 | 13 | 0.2%
45. O=C(COCCOCC(=O)N(c1ccccn1)C1CCCCC1)N(c1ccccn1)C1CCCCC1
    -2% | -1% | 0 | 6% | -5 | 1 | 11 | 3 | 0.0%
46. CCOC(=O)C1CCCN(S(=O)(=O)c2cc3c4c(c2)CC(=O)N4CCC3)C1 (stereo not drawn)
    2% | -4% | 5 | 1% | 2 | -1 | nt | nt | 3.7%
47. Cc1[nH]c(C)c(S(=O)(=O)NCc2ccc(F)cc2)c1C(=O)N1CCCC1
    0% | 2% | -3 | -1% | 4 | 1 | -1 | 2 | 0.6%
48. CNC(=S)N/N=C(\C)c1ccccc1
    2% | 5% | 5 | ? | -2 | 2 | 8 | -4 | 0.8%
49. CCN(CC)CCNC(=O)c1ccc(NC(=O)c2ccc(C(=O)c3ccccc3)cc2)cc1
    0% | -2% | -8 | -8% | -7 | 2 | -38* | 7 | -0.4%
50. O=C(NCCN1CCCCC1)c1cc(OCC(F)(F)F)ccc1OCC(F)(F)F
    1% | 0% | -3 | 0% | -2 | 0 | 8 | 0 | -1.8%
51. CC(=O)N1C[C@H]2CON(C)[C@H]2C[C@H]1c1ccc(-c2cccnc2)cc1
    4% | -2% | -8 | 1% | nt | nt | nt | nt | nt

3 entries out of the list, ordered by SMILES length, rising.
Each structure is followed by: Vif-A3G inh | GRP78 ERSR act | LDHA block | Vif-APOBEC3F blk | D1 PAM | D1 ag | D1 antagonist | D2 potentiator | RXFP1 agonist
48. CNC(=S)N/N=C(\C)c1ccccc1
    2% | 5% | 5 | ? | -2 | 2 | 8 | -4 | 0.8%
41. CCN(C(=O)c1ccc(Cl)cc1[N+](=O)[O-])c1ccccc1C
    0% | -2% | -2 | 2% | 8 | 3 | -10 | -4 | -2.6%
43. O=C(COC(=O)c1cnc(Cl)c(Cl)c1)NCc1ccc2c(c1)OCO2
    0% | -3% | -8 | 2% | 0 | 3 | 23 | -6 | 0.6%
